Compound activity as filed in PubChem.
TDP1 inh = qHTS Assay for Inhibitors of Tyrosyl-DNA Phosphodiesterase (TDP1); recombinant TDP1, AlphaScreen DNA substrate cleavage; AID 485290, 2010; 350,000 compounds, 0.28% hits; Potency, µM (titrated, usually from 130 µM), for the others: top-dose activity change, negative = inhibition, usual class: inhibitors; Tyrosyl-DNA phosphodiesterase 1 (Homo sapiens), Q9NUW8; further: nearly all actives have a fitted effect of over 40% in size
Target sequence (Q9NUW8 whole entry, looked up): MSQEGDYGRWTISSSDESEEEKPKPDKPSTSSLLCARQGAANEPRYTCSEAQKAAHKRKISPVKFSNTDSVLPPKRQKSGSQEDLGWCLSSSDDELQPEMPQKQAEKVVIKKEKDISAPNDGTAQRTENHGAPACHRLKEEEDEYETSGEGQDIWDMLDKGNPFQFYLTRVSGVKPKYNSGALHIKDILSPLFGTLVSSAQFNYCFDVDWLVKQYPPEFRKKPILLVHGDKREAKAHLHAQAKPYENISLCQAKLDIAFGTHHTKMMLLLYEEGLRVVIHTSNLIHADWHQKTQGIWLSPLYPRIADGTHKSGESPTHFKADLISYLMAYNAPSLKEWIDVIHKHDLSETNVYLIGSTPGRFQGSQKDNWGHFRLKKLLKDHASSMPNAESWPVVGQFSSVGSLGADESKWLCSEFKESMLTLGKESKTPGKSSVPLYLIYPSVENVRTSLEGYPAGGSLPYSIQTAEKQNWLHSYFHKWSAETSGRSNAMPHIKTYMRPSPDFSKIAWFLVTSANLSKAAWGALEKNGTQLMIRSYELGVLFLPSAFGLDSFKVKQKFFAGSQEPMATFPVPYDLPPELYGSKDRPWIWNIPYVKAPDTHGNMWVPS
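Here, a 5' biotin and 3' phosphotyrosine-FITC DNA oligonucleotide reports Tdp1 activity: intact substrate bridges AlphaScreen beads, while cleavage leaves a 3' phosphate and drops signal. All incubations at room temperature.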
FEN1 inh = qHTS Assay for the Inhibitors of Human Flap endonuclease 1 (FEN1); Potency, µM (doses to about 114 µM), for inactives: at the top dose activity change, negative = inhibition, hits mostly inhibitors; 390,000 compounds, 0.35% hits; Recombinant FEN1 flap cleavage, fluorescence, 15 min; P39748; further: nearly all actives have a fitted effect of over 65% in size
Target sequence (P39748 whole entry, looked up): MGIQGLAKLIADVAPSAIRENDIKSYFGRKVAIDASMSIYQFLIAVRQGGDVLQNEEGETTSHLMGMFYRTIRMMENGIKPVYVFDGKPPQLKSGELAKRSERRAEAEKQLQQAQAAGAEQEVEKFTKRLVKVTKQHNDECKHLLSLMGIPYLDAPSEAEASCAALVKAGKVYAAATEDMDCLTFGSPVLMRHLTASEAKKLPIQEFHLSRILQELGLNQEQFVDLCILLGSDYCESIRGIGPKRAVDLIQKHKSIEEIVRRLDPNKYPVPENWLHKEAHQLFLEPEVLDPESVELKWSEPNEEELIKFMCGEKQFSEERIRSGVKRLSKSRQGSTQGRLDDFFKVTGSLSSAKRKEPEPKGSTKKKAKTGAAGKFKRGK
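FEN1 at 10 nM preincubated with compounds 15 min at room temperature, then flap DNA substrate added at 50 nM final. Signal read at 0 and 15 min; concentration-response fitted with four-parameter Hill equation.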
N370S GC mod = qHTS Assay for Inhibitors and Activators of N370S glucocerebrosidase as a Potential Chaperone Treatment of Gaucher Disease; Lysosomal acid glucosylceramidase (Homo sapiens), P04062; N370S GC spleen homogenate, 4MU-glucoside fluorescence; Potency, µM (highest dose often 59.4 µM), inactives show at the highest dose activity change, negative = inhibition, actives largely listed as inhibitors; 330,000 compounds, 0.092% hits;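 further: 0% = full enzyme activity and -100% = no enzyme basal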
Starred values were filed as active, the others as inactive; ? = inconclusive; . = no result given; [ ] = dose if it differs, or a comment. The call rests on the fitted dose curve; in most records, active means well fitted curve in the direction sought with a large enough effect; inconclusive means small, poorly fitted or top-dose-only effect, or another doubt; inactive means no such curve, though single readings can be large; an effect the other way counts as inactive or inconclusive. Unless noted, on the % scale 0 is the no-effect control and ±100 the full control effect; potency means the concentration at half of the fitted maximal effect.

smiles	N370S GC mod	TDP1 inh	FEN1 inh
O=C(Cc1cccc2ccccc12)N/N=C/c1ccc(F)cc1	-10.0%	0.0%	9.2%
C/C(CCN1CCCc2nc(C)c(C)cc21)=N\OC[C@@H](C)[C@H](OCc1ccccc1)C(C)C	-2.0%[12.8 µM]	10.1%[21 µM]	.
CC(NC(=O)C1CC=CCC1C(=O)O)C1CC2CCC1C2 (stereo not given)	1.4%	-5.5%	4.3%
CCOC(=O)N1CCN(C(=O)/C(=C\c2ccc(SC)cc2)NC(=O)c2ccccc2)CC1	-8.9%	.	-0.2%
COc1cc2c(cc1OC)C1=C(C#N)CCC(=O)N1CC2	17.3%	2.4%	-6.2%
CCc1cc2c(=O)n(CC(C)C)cnc2s1	3.7%	2.5%	-3.8%
CCc1ccc(Nc2ncnc3nc[nH]c23)cc1	-4.8%	.	-3.6%
Cn1nccc1C(=O)N/N=C/c1c(O)ccc2ccccc12	-9.3%	-10.0%	14.2%
CC1(C)CC(N2CCCCC2)=CC(=[N+]2CCCCC2)C1	-9.4%	6.9%	-3.0%
COc1cccc(CN2C(=O)c3ccccc3S2(=O)=O)c1	-12.6%	11.2%	-9.3%

Further compounds follow:
smiles	N370S GC mod	TDP1 inh	FEN1 inh
CCn1c(COc2ccc(C)cc2)nnc1SCC(=O)Nc1ccc2c(c1)OCCO2	8.4%	5.2%	-0.7%
CCOC(=O)c1[nH]c2ccc(Br)cc2c1NC(=O)CCN1CCC(C(=O)OCC)CC1	-6.7%	2.1%	2.9%
CCOC(=O)CSc1nc(N)c(C#N)c(-c2cccs2)c1C#N	-1.7%	3.2%	-3.4%
CCN(c1ccccc1)S(=O)(=O)c1cc2c(cc1C)N(C)CCO2	1.0%	.	14.0%
CCCOC(=O)C[N+](C)(C)CCOC1CC2CCC1(C)C2(C)C (stereo not given)	-10.6%	-4.2%	-13.8%
CC(C)(C)OC(=O)N1CCC(NC(=O)c2[nH]cnc2C(=O)N[C@@H](Cc2ccccc2)C(=O)OCc2ccccc2)CC1	25.9%	10.3%	-25.8%
CCOC(=O)C1C(c2cccc(F)c2)NC(=S)NC1(O)C(F)(F)F (stereo not given)	0.4%	3.5%	3.8%
O=C(O)CSCCn1cccn1	3.2%	-1.0%	7.2%
CCc1ccc(OCc2nnc(-c3ccccc3Br)o2)cc1	.	50.1µM*	-13.2%
CC(CCc1ccccc1)NC(=O)CN1CCc2ccccc2C1 (stereo not given)	-9.7%	3.8%	-0.7%

Later entries
smiles	N370S GC mod	TDP1 inh	FEN1 inh
Cc1ccc(S(=O)(=O)N2CCCN(C(=O)c3cc4ccccc4[nH]3)CC2)cc1	11.5%	8.9%	-12.6%
Cc1ccc(OCC(=O)NNC(=O)c2ccc(-n3cncn3)c([N+](=O)[O-])c2)cc1	?	0.4%	-2.8%
Cc1ccc(NC(=O)c2oc3ccc(S(=O)(=O)N4CCOCC4)cc3c2C)cc1C	4.9%	3.0%[56.1 µM]	-6.7%
CCN(CC)CCN1C(=O)C2C(C(=O)Nc3cccc(C)c3)C3C=CC2(O3)C1C(=O)NC1CCCC(C)C1C (stereo not given)	-6.7%	1.6%	15.2%
COc1cc(CNc2ccc3[nH]c(=O)[nH]c3c2)cc(Cl)c1OCC(=O)NC(C)(C)C	-3.8%	3.3%	?
OCc1cn(-c2ccccc2)nc1-c1ccc(-c2nn(-c3ccccc3)cc2CO)cc1	-1.9%[2.35 µM]	2.0%	-15.9%
COc1cc(-c2nnc3sc(-c4cccs4)nn23)cc(OC)c1OC	0.5%	-2.3%	-11.5%
C[C@H](CO)N1C[C@H](C)[C@@H](CN(C)C(=O)Nc2ccc(C(F)(F)F)cc2)Oc2c(NS(=O)(=O)c3cccs3)cccc2C1=O	.	0.0%	6.9%
Cc1nc(Nc2nc(CSc3nc4ccccc4[nH]3)cc(=O)[nH]2)nc2ccccc12	18.1%	5.3%	3.2%
O=C(COC(=O)[C@H](Cc1ccccc1)NC(=O)c1cccs1)Nc1c(Cl)cccc1Cl	8.9%	3.2%	16.1%

The list continues:
smiles	N370S GC mod	TDP1 inh	FEN1 inh
NC(=O)C1CCN(C2CC(=O)N(c3cccc(F)c3)C2=O)CC1 (stereo not given)	1.1%	1.6%	6.4%
O=C(Cn1c(=O)n(Cc2ccc(C(=O)NCc3ccccc3Cl)cc2)c(=O)c2ccccc21)Nc1ccc(F)cc1	.	2.5%	-13.2%
O=C(CCNS(=O)(=O)c1ccccc1)NCCCc1ccccc1	-3.6%	-2.8%	4.7%
C#CCNc1c(C)c(C)nc2ncnn12	-1.0%	7.8%	-6.2%
Cc1ccc(-c2cc(N)n(Cc3cccc(Cl)c3)n2)cc1	.	3.2%	-16.4%
O=C(c1cnccn1)N1CCc2ccccc21	-17.8%	-8.2%	-4.4%
O=C(c1cccs1)N1CCN(C(=O)c2ccco2)c2ccccc2C1	-13.8%	2.9%	-4.0%
Cc1cccc(N2C(N)=C(C#N)C(C#N)(C#N)C2c2ccccc2)c1 (stereo not given)	?	11.2%	-23.8%
Cc1ccc(NC(=O)CN(C)C(=O)CSc2nc(C)cc(C)n2)cc1	-2.8%	-0.2%	8.3%
COc1ccc(C(=O)Nc2ccnn2C2CCN(Cc3cccnc3)CC2)cc1	1.5%	4.7%	22.6%

Additional compounds
smiles	N370S GC mod	TDP1 inh	FEN1 inh
CC(C)C(=O)c1cn(CC(=O)NCc2ccc3c(c2)OCO3)c2ccccc12	18.4%	-4.9%	5.5%
CSCCC(NC(=O)c1ccc(Cl)cc1)C(=O)OCC(=O)NCc1ccco1 (stereo not given)	1.0%	-11.1%	8.2%
CCc1ccc(NC(=S)N(CCOC)C2CCN(C(C)=O)CC2)cc1	2.8%	.	-0.4%
CC1CCCC(C)N1C(=O)c1cc(-c2cccs2)on1 (stereo not given)	5.7%	-1.3%[56.1 µM]	-15.4%
CSCCC(NC(=O)c1ccco1)c1nc2ccccc2[nH]1 (stereo not given)	9.3%	4.3%	4.1%
CSc1ncc(CN2CCN(C(C)C)C(CCO)C2)cn1 (stereo not given)	-4.6%	.	-4.7%
C[n+]1ccc(/C=N/Nc2nc(Cl)c(C#N)c(Cl)c2Cl)cc1	6.4%	2.4%	-10.0%
COc1cc(C(=O)N[C@H](C(=O)OCC(=O)NC2CCCCCC2)C(C)C)cc(OC)c1OC	.	0.2%	15.1%
Cc1cc(C)n2nc(SCC(=O)Nc3c(C)n(C)n(-c4ccccc4)c3=O)nc2n1	2.1%	-1.9%	7.2%
CC(Sc1nnc(C(C)Oc2ccccc2F)o1)C(=O)NCc1ccc2c(c1)OCO2 (stereo not given)	.	2.1%	8.8%

More structures follow:
smiles	N370S GC mod	TDP1 inh	FEN1 inh
CCCn1c(SCC(=O)Nc2ccccc2CC)nnc1C(C)C	2.0%	0.0%	1.3%
COc1ccccc1NC(=O)CCSc1nc(C)cc(C)n1	-9.0%	4.9%	0.9%
COC(=O)c1cc2oc3ccccc3c2n1Cc1nc(-c2cccc(Cl)c2)oc1C	.	2.0%	6.2%
CN(CCc1ccccc1)Cc1nc(-c2cnccn2)no1	-0.2%	5.1%	-0.7%
NC(=O)c1c(-c2ccccc2)oc2ccc(O)cc12	4.8%	6.9%	3.3%
Cc1ccc(-n2c(SCC(=O)O)nc3sc4c(c3c2=O)C(C)CCC4)cc1 (stereo not given)	14.7%	.	11.4%
CC(CC(=O)O)CC(=O)N1CCN(S(=O)(=O)c2cccs2)CC1 (stereo not given)	?	7.2%	0.0%
Cc1ccc(CN(Cc2cccn2-c2nnc(N3CCCC3=O)s2)C(=O)Nc2ccccc2C(F)(F)F)cc1	.	4.9%	?
CC(C)OCCCNC(=O)c1ccc2c(=O)n(CCc3ccccc3)c(=O)[nH]c2c1	.	0.0%	-1.0%
CN1CC(=O)N2C(c3ccc(Cl)cc3)c3[nH]c4ccccc4c3C[C@H]2C1=O (stereo not given in full)	-19.6%	.	-12.0%

Further records follow.
smiles	N370S GC mod	TDP1 inh	FEN1 inh
Cc1ccc(C)n1-c1nnc(N2CCC(C(=O)N3CCN(C)CC3)CC2)s1	-0.4%	.	-1.3%
O=C(NCCc1c[nH]c2ccccc12)C1CCN(S(=O)(=O)c2ccccc2)CC1	-10.3%	.	1.0%
Cc1cccc(N(CC(=O)NCc2ccccc2)C(=O)CCC(=O)Nc2nccs2)c1	-1.2%	.	8.1%
O=C(Nc1c[nH]c(=O)[nH]c1=O)c1ccccc1Br	-5.2%	-0.3%	-1.7%
CN=C1NN=C(c2cc(C)n(-c3ccc(Cl)cc3)c2C)CS1	-9.9%	8.0%	-2.9%
CC(NCC(O)COc1ccc(S(=O)(=O)N2CCOCC2)cc1)c1ccccc1 (stereo not given)	-3.9%	0.0%	4.2%
N/C(=N\OC(=O)c1cccc2ccccc12)c1ccncc1	-14.4%	.	2.3%
O=C(NCCc1ccccc1F)C1CCCN1S(=O)(=O)c1ccccc1 (stereo not given)	-13.0%	2.0%	-2.1%
O=C(CSc1ccccc1)NCc1ccc(F)cc1	10.1%	-2.7%	4.5%
COc1ccc2[nH]c3c(c2c1)CCN1C(=O)N([C@@H](C)C(=O)NC2CCCCC2C)C(=O)[C@]31C (stereo not given in full)	-0.4%	.	0.1%

New compounds follow:
smiles	N370S GC mod	TDP1 inh	FEN1 inh
COc1cc(C(=O)COC(=O)C2CCCCC2)cc(OC)c1OC	.	-3.6%	-4.9%
CCCn1c2c(c(=N)c3c1CCC3)CCCC2	1.9%	3.1%	0.1%
Cc1cnc(C(=O)OCC(=O)Nc2ccccc2[N+](=O)[O-])cn1	.	0.3%	-13.0%
CCOc1c(Br)cc(CNCc2cccs2)cc1OC	-10.8%	0.0%	14.6%
CC1CCN(CCCNC(=O)c2ccc(CS(=O)(=O)Cc3ccccc3F)o2)CC1	?	0.2%	4.8%
O=P(CCO)(c1ccccc1)c1ccccc1	2.4%	0.0%	-0.9%
Cc1ccc(Cl)cc1Nc1sc(C(=O)c2ccc(F)cc2)c(N)c1S(C)(=O)=O	.	7.6%	3.9%
CC1OC2(OC1C)C(=O)Nc1ccccc12 (stereo not given)	3.5%[12.8 µM]	-2.5%	-3.3%
COc1ccc(S(=O)(=O)NCc2ccccn2)cc1NC(=O)c1ccc(Cl)cc1	-8.9%	-3.2%	4.3%
Fc1ccc(CSc2nnc(-c3cccnc3)o2)cc1	-22.2%	0.0%	-1.2%

Entries of single compounds, quoted from the list:
`NC(=O)c1c(-c2ccccc2)oc2ccc(O)cc12` across the screens: N370S GC mod: 4.8%; TDP1 inh: 6.9%; FEN1 inh: 3.3%
`Cc1cc(C)n2nc(SCC(=O)Nc3c(C)n(C)n(-c4ccccc4)c3=O)nc2n1` across the screens: N370S GC mod: 2.1%; TDP1 inh: -1.9%; FEN1 inh: 7.2%

More records.
smiles	N370S GC mod	TDP1 inh	FEN1 inh
CCN(CC)CCNC(=O)c1ccc(NC(=O)c2cccc(S(=O)(=O)N3CCc4ccccc43)c2)cc1	-27.9%	-5.0%	-7.1%
Cc1nn(-c2ccccc2)c(N2CCCC2)c1/C=N/NC(=O)c1cc(-c2ccccc2)nc2ccccc12	1.2%	-2.7%	11.7%
Cc1cc(C)cc(NC(=S)N2CCC(NC(=O)C3CCCCC3)CC2)c1	-13.9%	-1.6%	3.3%
O=[N+]([O-])c1ccc(/C=C/c2ccc3ccccc3n2)cc1	-5.8%	6.3%	9.8%
COc1ccc(NC(=O)CCc2c(C)nc3c(c2C)c(=O)n(C)c(=O)n3C)cc1OC	.	-2.3%	15.3%
COCCN1C(=O)N(c2cccc(C)c2)C(=O)C1CC(=O)Nc1ccc(OC)cc1 (stereo not given)	-3.2%	2.7%	7.1%
CN(C)CCc1c[nH]c2ccc(CS(=O)(=O)N3CCCC3)cc12	-5.0%	8.5%[56.1 µM]	.
Cc1ccc(NC(=O)c2ccc(OC(F)F)cc2)cc1S(=O)(=O)N(C)C	5.1%	0.0%	6.7%
O=C(NNc1ncc(C(F)(F)F)cc1Cl)c1c(Cl)cccc1Cl	7.2%	13.3%	-6.8%
COc1ccc2c(c1)CC/C(=C\Nc1ccc3c(c1)OCO3)C2=O	-16.1%	9.1%	-15.1%

Further structures:
smiles	N370S GC mod	TDP1 inh	FEN1 inh
Cc1cc(OCC(=O)NCc2ccccn2)cc(C)c1Br	25.4%	5.1%	-12.0%
COc1ccc(-n2c(-c3ccc(Cl)cc3)c[n+]3c2CCc2ccccc2-3)cc1	-7.8%	2.5%	-6.1%
O=C(CSc1ccccc1)Nc1ccncc1	-15.8%	8.7%	0.8%
COc1ccc(Cl)cc1NC(=O)CCC(=O)c1ccc(C)cc1	.	0.0%	-0.2%
